# NOD2 inhibition – NOD2 signaling inhibitors, cell-based, luminescence, uHTS, HEK293 (AID 1566); 290,000 tested, 0.63% active; one-dose inhibition, % at 4 µM; EC50 in µM for titrated hits; HEK293 NOD2/NF-kB luciferase reporter, luminescence; higher % means a stronger effect; also: many of its hits are not listed in these tables
# AID2073 – disruptors of CaV2.2 binding to Mint1 – biochemical, HTRF (AID 2073); HTRF protein-protein interaction, Mint1-CaV2.2; higher % means a stronger effect; one-dose inhibition, % at 20 µM; IC50 in µM for titrated hits; 290,000 tested, 0.19% active; in the data active = inhibition mostly above about 51%, no sharp cut-off; also: some results filed as inactive read as strong as hits
# LYP phosphatase – inhibitors of LYP phosphatase, biochemical, fluorescence intensity, uHTS (AID 1779); recombinant LYP phosphatase, fluorescence intensity; higher % means a stronger effect; one-dose inhibition, % at 11.5 µM; IC50 in µM for titrated hits; 290,000 tested, 0.054% active;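 also: plate controls were vehicle with enzyme for no effect and no enzyme for full effect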
# Siah-1 displacement – Siah-1 peptide-binding antagonists, primary screen, biochemical, fluorescence polarization, rhodamine-plectin, uHTS (AID 1817) | 290,000 tested, 0.02% active | displacement, % at 20 µM, or IC50 in µM where a hit was titrated | Siah-1 / rhodamine-plectin peptide fluorescence polarization; higher % means a stronger effect;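 active = displacement of at least 50% at 20 µM, with a fluorescence ratio check between 0.3 and a set limit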;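 also: plate controls were Siah plus tracer with DMSO for no effect and tracer alone without Siah for full effect; strong numbers were not always called active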
# Myeloid diff 2 – promotes myeloid progenitor differentiation; ER-HoxA9 myeloid progenitors, lysozyme-GFP differentiation, flow cytometry; calls only at 10 µM; 360,000 tested, 1% active;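 active = normalized GFP-positive differentiation at or above the plate's own cutoff, the solvent-only control mean plus 3 SD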;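 also: cells exposed to compound for four days before flow analysis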
# HIV fusion peptide – inhibitors of HIV fusion peptide binding, primary screen, biochemical, uHTS, fluorescence dequenching (AID 1986); cell-free peptide binding, fluorescence dequenching, 30 min; higher % means a stronger effect; one-dose inhibition, % at 20 µM; IC50 in µM for titrated hits; 290,000 tested, 0.3% active; in the data active = inhibition mostly above about 52%, no sharp cut-off; inactive = mostly below about 76%; also: some results filed as inactive read as strong as hits
# Lipid droplet – hepatic lipid droplet formation modulation; AML12 mouse hepatocytes, oleate lipid droplets, BODIPY imaging; inhibition, % at 6.5 µM; 240,000 tested, 0.4% active;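 active = lipid droplet intensity inhibited by at least 50%, with more than 500 cells counted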
#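 Material – AML12 mouse liver cells · Also added – oleate loading, 100 µM · Compound dosing – 6.5 µM single-point dosing · Times – overnight treatment with compound plus oleate · Measured by – fluorescence imaging, 20x objective, two fields per well · Read-out – percent inhibition of filter-corrected integrated lipid droplet intensity per well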
# Dengue-2 NS5 capping – Dengue-2 NS5 methyltransferase inhibitors, primary screen, biochemical, confirmation dose response (AID 588689); 340,000 tested, 0.3% active; Dengue-2 NS5 methyltransferase capping enzyme assay, biochemical; higher % means a stronger effect; inhibition, % at 25 µM; hits with a dose series show IC50 in µM; in the data active = a potency from the dose series
# XIAP displacement – small molecules displacing peptide from XIAP – biochemical, IAP family, fluorescence polarization (AID 1018). 200,000 tested, 0.007% active. displacement, % at 20 µM, or IC50 in µM where a hit was titrated. XIAP BIR domain, fluorescence polarization peptide displacement; higher % means a stronger effect; in the data active = displacement above about 50%; also: a part of the inactive calls stands beside numbers as strong as those of hits
# Lipid droplet cells 6.5 µM – also measured in Lipid droplet; calls as there; cell count; measured here: cell count, cytotoxicity flag;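 cells counted across two imaged fields per well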
# Dengue-2 NS5 capping pilot replicate – further read-out of Dengue-2 NS5 capping, marked with its call; inhibition, %; measured here: pilot screen replicate inhibition
# Myeloid diff 2 GFP+ MAC1+ % – also measured in Myeloid diff 2; calls as there; GFP+ MAC1+ double positive, %; measured here: differentiation confirmed by MAC1 staining
# Active calls of the source: *; i = inactive; . = no result given; + = active, no number. Rule as the data show it, unless noted: active = inhibition above about 50%; inactive = the rest.
SMILES,NOD2 inhibition,AID2073,LYP phosphatase,Siah-1 displacement,Myeloid diff 2,Myeloid diff 2 GFP+ MAC1+ %,HIV fusion peptide,Lipid droplet,Lipid droplet cells 6.5 µM,Dengue-2 NS5 capping,XIAP displacement,others
CN(C)S(=O)(=O)c1cccc(NC(=O)COC(=O)c2cn(-c3ccccc3)nc2-c2ccccc2)c1,10%,36%,8%,2%,i,0.6,-1.5%,4,646,-4%,0.8%,
COc1ccc(CCNC2=C(Cl)C(=O)N(Cc3ccccc3)C2=O)cc1OC,40%,7%,-2%,-10%,i,0.7,0.0%,-5,715,0%,1.9%,
Cc1sc2nc(SCC(=O)N(CCO)CCO)n(C3CCCCC3)c(=O)c2c1C,7%,3%,-2%,0%,i,0.4,-0.3%,.,.,-5%,-1.8%,
COc1ccccc1C(=O)Nc1nc(-c2cccs2)c(NC(C)=O)s1,-34%,10%,3%,-1%,i,0.6,-0.7%,-2,715,0%,-5.4%,
CCN(Cc1ccccc1)S(=O)(=O)c1cc(C(=O)NCCCN(C)C)ccc1OC,0%,3%,2%,-5%,i,1.2,1.2%,-4,683,2%,-2.5%,
COc1ccc(CCNC(=O)CSc2nc(O)c(C(C)C)c(=O)[nH]2)cc1OC,12%,10%,-7%,4%,i,5.1,4.3%,25,759,-1%,-4.7%,
Cc1ccc(NC(=O)CN(C)Cc2c(O)ccc3ccccc23)cc1,23%,-4%,-9%,-4%,.,.,-3.4%,6,746,.,.,
CCN(CC)CCNC(=O)C(=O)Nc1ccc(C(=O)OC)cc1,11%,8%,-1%,0%,i,0.4,0.3%,23,742,3%,.,
O=C(CCc1nnc2ccc(NCc3ccccc3Cl)nn12)NCC1CCN(C2CCCC2)C1 (centres undefined),10%,8%,-10%,1%,i,2.2,-0.3%,-21,735,-3%,.,
COc1ccccc1/C=C/C=N/n1c(COc2ccccc2)n[nH]c1=S,10%,29%,6%,4%,i,1.9,-0.6%,.,.,-4%,-4.2%,
COc1ccc(/C=N\NC(=O)c2cccc([N+](=O)[O-])c2)cc1Cn1cc([N+](=O)[O-])cn1,3%,24%,3%,-4%,.,.,-0.6%,-34,663,.,-5.0%,
C/C(=C\c1ccccc1)C(=O)Nc1nccs1,-66%,1%,-4%,-4%,i,0.2,-0.6%,-6,622,4%,-2.8%,
CCCCC1CCC(C(=O)NCc2ccc3c(c2)OCO3)CC1 (centres undefined),-42%,-3%,-7%,1%,i,1.2,-0.9%,7,819,1%,-6.3%,
COc1ccc2c(CC(=O)NCc3ccc4c(c3)OCO4)coc2c1,-17%,26%,4%,15%,i,3.0,11%,5,722,2%,0.0%,
N#CC1=C(S)N(c2ccccc2)C2(CCCCC2)NC1=O,7%,-3%,-6%,4%,i,0.3,-0.9%,3,511,8%,-7.1%,
CC(C)c1ccc(S(=O)(=O)N2CCN(CC(=O)Nc3ccc4c(c3)OCO4)CC2)cc1,-59%,-1%,-10%,-4%,i,0.5,-0.2%,0,716,0%,3.2%,
CNc1cc(N2CCCCCC2)ccc1[N+](=O)[O-],3%,-17%,5%,2%,i,1.8,-4.7%,.,.,0%,-5.2%,
CCOC(=O)c1c(CN2CCN(C)CC2)oc2ccc(O)cc12,2%,-4%,1%,5%,i,0.9,8.8%,.,.,3%,1.2%,
O=C(Nc1ccccc1C(=O)Nc1ccccc1)c1ccccc1F,1%,13%,0%,11%,i,0.8,0.5%,21,431,-5%,.,
Cc1ccc(OCC(=O)Nc2ccc3c(c2)C(=O)NC3=O)c(C)c1,11%,4%,-8%,12%,i,0.6,1.5%,21,698,-3%,.,
CCCn1ncc(CN2CCC(n3nccc3NC(=O)c3ccccc3OC)CC2)c1C,1%,-12%,-5%,4%,i,0.8,0.6%,4,702,-4%,.,
CC1=NN(C(=O)c2ccc(C)cc2)C(O)(C(F)(F)OC(F)(F)F)C1 (centres undefined),15%,2%,-2%,-1%,i,1.1,-1.7%,.,.,-2%,-4.8%,
COc1ccc(-c2cc(C(F)(F)F)n3ncc(C(=O)NCc4ccco4)c3n2)cc1,16%,23%,-8%,-4%,i,0.5,-2.6%,.,.,-35%,-1.9%,
CN1CCN(c2ccc(S(=O)(=O)N3CCCCC3)cc2NC(=O)c2ccc3ccccc3c2)CC1,-7%,0%,6%,-4%,i,0.6,-0.8%,15,669,-6%,-2.8%,
O=C(OCn1nnc2ccccc2c1=O)C1CCCCC1,16%,-3%,-8%,-1%,i,1.8,-0.3%,.,.,8%,-4.1%,
CC(NCc1cccs1)C(=O)Nc1cc(Cl)cc(Cl)c1 (centres undefined),2%,-3%,-10%,1%,i,0.9,0.3%,-23,804,3%,.,
N#C/C=C1/NC(=O)c2ccccc2S1,21%,-1%,-6%,6%,+,1.9*,-1.3%,.,.,-3%,-5.3%,
COC(=O)c1c(N)c(C#N)c2n1CCCCC2,1%,-4%,-8%,-3%,i,5.7,-3.7%,.,.,2%,-1.5%,
CCOC(=O)N1CCN(C(=O)Nc2ccc(Cl)cc2)CC1,11%,8%,0%,4%,i,0.8,0.1%,-3,680,-6%,1.0%,
CCOc1ccc(/C=N/NS(=O)(=O)c2ccc(C)cc2)cc1OC,19%,0%,-6%,4%,i,0.5,0.5%,14,759,-1%,.,
O=C(/C=C/c1ccccc1)NCCN1CCOCC1,11%,44%,-5%,-5%,i,0.4,-3.1%,5,664,-6%,1.6%,
COc1ccc(-n2ncc3c2CC(C)(C)CC3NC(=O)C2CCN(C(C)=O)CC2)cc1 (centres undefined),-11%,13%,-5%,-2%,i,1.3,-1.3%,9,741,-1%,.,
CCOC(=O)CC(NS(=O)(=O)c1ccc(NC(C)=O)cc1)c1ccc(OCC)cc1 (centres undefined),-11%,3%,-1%,0%,i,0.1,1.2%,9,685,-6%,-2.7%,
O=C(CCN1CCOCC1)Nc1ccccc1,6%,24%,2%,0%,i,0.9,1.3%,.,.,-7%,-3.8%,
OCc1nc2ccc(Cl)cc2[nH]1,3%,4%,-11%,12%,i,0.3,-0.8%,-6,646,-15%,.,
COc1ccc(Cc2nnc(NC(=O)C3CCCO3)s2)cc1 (centres undefined),-6%,-1%,-12%,-7%,i,2.3,-0.9%,.,.,-2%,-2.0%,
O=C(Nc1ccc(NC(=O)C2CC2)nc1)c1ccccn1,-58%,2%,5%,0%,i,0.7,2.2%,.,.,5%,-1.7%,
Cc1cc(OC(F)F)ccc1NC(=S)NCCc1ccccc1,-12%,1%,-2%,1%,i,0.9,0.6%,-8,756,-1%,.,
O=C(CN1CCCCC1)Nc1ccc(N2CCCCCC2)cc1,8%,-22%,-10%,-2%,i,0.3,-2.2%,37,664,16%,-2.4%,
COc1ccc(NC(=O)c2ccccn2)cc1,7%,-10%,-10%,-1%,i,0.8,0.3%,.,.,-7%,-0.1%,
COc1ccc(CNC(=O)N2CCc3ccccc3C2)cc1,2%,11%,-4%,1%,i,0.6,0.8%,-5,776,-2%,.,
COc1cc(NS(=O)(=O)c2cc(C(=O)N3CCN(C(C)=O)CC3)ccc2OC)cc(OC)c1,18%,-1%,-6%,-3%,i,0.1,-0.3%,-2,689,0%,-3.5%,
Cc1ccc(C(=O)Nc2ncc(Cc3ccccc3)s2)o1,-366%,2%,-3%,5%,i,0.5,-0.8%,.,.,-2%,-3.6%,Dengue-2 NS5 capping pilot replicate=2.7
O=S(=O)(NN1CCOCC1)c1ccc(Cl)s1,7%,72%,-5%,-2%,i,0.3,2.2%,-10,658,17%,-6.6%,
Cc1cccc2nc(-c3ccco3)c(Nc3ccccc3)n12,11%,10%,-4%,-1%,i,0.3,24%,6,752,-3%,-20%,
COC(=O)CCCCC(=O)C1C(=O)CC(C)(C)C(C(=O)OC)C1=O (centres undefined),-10%,-1%,-2%,9%,i,0.3,2.2%,13,718,-6%,1.0%,
CC(=O)c1ccc(Nc2nc(NCCO)nc(OC(C(F)(F)F)C(F)(F)F)n2)cc1,8%,11%,3%,-2%,i,0.5,0.9%,2,694,1%,-9.8%,
Cn1c(=O)n(C)c2cc(NS(=O)(=O)c3ccc4c(c3)CCCC4)ccc21,12%,-3%,-5%,-3%,i,5.0,-2.6%,-2,736,2%,-7.7%,
Cc1ccccc1CN1CCN(C(C)C(=O)NCc2ccccc2)CC1 (centres undefined),1%,6%,-7%,1%,i,1.4,-0.7%,-29,672,-1%,.,
CC(OC(=O)c1cc2ccccc2cc1O)C(=O)Nc1ccc(S(N)(=O)=O)cc1 (centres undefined),19%,22%,6%,8%,i,1.0,1.6%,-7,739,11%,.,
Cn1cccc1/C=N\NC(=O)C1COc2ccc(C(C)(C)C)cc2O1 (centres undefined),12%,-2%,5%,3%,i,3.2,-0.8%,-3,703,-8%,.,
COc1ccc(/C=N/NC(=O)c2ccccc2Cl)cc1CSc1nc2ccccc2s1,1%,13%,7%,-4%,.,.,3.3%,-21,699,-10%,-6.4%,
O=c1cc(CSc2n[nH]c(=O)n2C2CC2)c2ccc(O)cc2o1,-18%,-15%,-2%,0%,i,0.6,-1.6%,3,749,.,.,

# At a glance, part of the list above:
SMILES,NOD2 inhibition,AID2073,LYP phosphatase,Siah-1 displacement,Myeloid diff 2,Myeloid diff 2 GFP+ MAC1+ %,HIV fusion peptide,Lipid droplet,Lipid droplet cells 6.5 µM,Dengue-2 NS5 capping,XIAP displacement,others
COc1ccc2c(CC(=O)NCc3ccc4c(c3)OCO4)coc2c1,-17%,26%,4%,15%,i,3.0,11%,5,722,2%,0.0%,
N#CC1=C(S)N(c2ccccc2)C2(CCCCC2)NC1=O,7%,-3%,-6%,4%,i,0.3,-0.9%,3,511,8%,-7.1%,
CC(C)c1ccc(S(=O)(=O)N2CCN(CC(=O)Nc3ccc4c(c3)OCO4)CC2)cc1,-59%,-1%,-10%,-4%,i,0.5,-0.2%,0,716,0%,3.2%,
CNc1cc(N2CCCCCC2)ccc1[N+](=O)[O-],3%,-17%,5%,2%,i,1.8,-4.7%,.,.,0%,-5.2%,
CCOC(=O)c1c(CN2CCN(C)CC2)oc2ccc(O)cc12,2%,-4%,1%,5%,i,0.9,8.8%,.,.,3%,1.2%,
O=C(Nc1ccccc1C(=O)Nc1ccccc1)c1ccccc1F,1%,13%,0%,11%,i,0.8,0.5%,21,431,-5%,.,
Cc1ccc(OCC(=O)Nc2ccc3c(c2)C(=O)NC3=O)c(C)c1,11%,4%,-8%,12%,i,0.6,1.5%,21,698,-3%,.,
CCCn1ncc(CN2CCC(n3nccc3NC(=O)c3ccccc3OC)CC2)c1C,1%,-12%,-5%,4%,i,0.8,0.6%,4,702,-4%,.,
CC1=NN(C(=O)c2ccc(C)cc2)C(O)(C(F)(F)OC(F)(F)F)C1 (centres undefined),15%,2%,-2%,-1%,i,1.1,-1.7%,.,.,-2%,-4.8%,

# A portion of the library; rates above refer to the full screens.
